Compound activity (PubChem)
PAFAH2 FP inh – PAFAH2 (human) inhibition; Q99487; recombinant PAFAH2, FP-rhodamine activity probe, fluorescence polarization; inhibition, % at 3.39 µM; hit rate 0.99% among 340,000; AID 492956;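 active = inhibition above the mean over all tested compounds plus 3 SD, cut at about 30% in these data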;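 also: inhibitors block probe labeling of enzyme so polarization drops; 0% = enzyme with DMSO and 100% = wells lacking PAFAH2 protein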
LYPLA2 inh – blocks human lysophospholipase 2, a PME1 counter-screen; hit rate 0.38% among 320,000; inhibition, % at 5.9 µM; O95372; recombinant LYPLA2, FP-Rh probe fluorescence polarization;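 active = inhibition above the screen-wide mean plus 3 SD, limit set per campaign, cut at about 26% in these data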;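 also: 0% = LYPLA2 with DMSO and 100% = wells lacking LYPLA2 enzyme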
PREPL inhibitor – human PREPL enzyme inhibition; inhibition, % at 5.96 µM; hit rate 0.68% among 320,000; recombinant PREPL, fluorescence polarization activity-based probe; Q4J6C6; AID 2751; in the data active = inhibition above about 43%;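 also: 0% = enzyme with DMSO and 100% = wells lacking enzyme; many of its hits are not listed in these tables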
EBNA-1 inhibitor – blocks EBNA-1 binding to DNA; EBNA-1 DNA binding, fluorescence polarization; inhibition, % at 14.8 µM; hit rate 0.34% among 300,000; AID 1950; in the data active = inhibition above about 28%
ZTA DNA inh – blocks Epstein-Barr virus ZTA, an EBNA-1 counter-screen; P03206; ZTA-DNA binding, fluorescence polarization; inhibition, % at 11 µM; hit rate 0.15% among 320,000; in the data active = inhibition above about 33%
PAFAH1B3 inh – PAFAH1B3 (human) inhibition. hit rate 0.28% among 340,000. recombinant PAFAH1B3, FP-rhodamine probe, fluorescence polarization. Q15102. inhibition, % at 3.39 µM;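 active = inhibition above the screen-wide average of all tested compounds plus 3 SD, cut at about 25% in these data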;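 also: 0% = enzyme with DMSO only and 100% = wells lacking PAFAH1B3 protein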
GSTO1 inh – GSTO1 inhibition, counter-screen for RBBP9 inhibitors; P78417; recombinant GSTO1, activity-based probe fluorescence polarization; inhibition, % at 5.96 µM; hit rate 1.1% among 300,000; AID 1974;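 active = inhibition above the campaign mean inhibition plus 3 SD, cut at about 35% in these data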;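 also: 0% = GSTO1-1 with DMSO and 100% = wells lacking GSTO1-1 enzyme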
Target sequence (P78417 whole entry, looked up): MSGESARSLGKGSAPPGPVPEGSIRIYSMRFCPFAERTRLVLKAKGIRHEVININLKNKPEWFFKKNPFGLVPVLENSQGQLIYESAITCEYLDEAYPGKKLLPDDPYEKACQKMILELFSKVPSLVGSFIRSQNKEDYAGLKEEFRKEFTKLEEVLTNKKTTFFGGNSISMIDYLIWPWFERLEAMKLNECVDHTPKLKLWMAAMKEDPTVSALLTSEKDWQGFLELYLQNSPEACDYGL
LYPLA1 inh – blocks human lysophospholipase 1, a PME1 counter-screen | O75608 | recombinant LYPLA1, FP-Rh probe fluorescence polarization | inhibition, % at 5.9 µM | hit rate 0.16% among 320,000;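 active = inhibition above the mean of all tested compounds plus 3 SD, set per campaign, cut at about 14% in these data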;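 also: inhibitors block serine hydrolase probe labeling of LYPLA1 so polarization falls; 0% = enzyme with DMSO and 100% = wells lacking LYPLA1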
PAD4 FP inh – inhibitors of human PAD4. recombinant PAD4, RCA probe fluorescence polarization. Q9UM07. inhibition, % at 6.36 µM. AID 485272. hit rate 0.41% among 330,000;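 active = percent inhibition above a cutoff equal to the mean of all tested compounds plus 3 SD, cut at about 15% in these data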;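 also: 0% = PAD4 with RCA probe and DMSO and 100% = probe without PAD4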
Target sequence (Q9UM07 whole entry, looked up): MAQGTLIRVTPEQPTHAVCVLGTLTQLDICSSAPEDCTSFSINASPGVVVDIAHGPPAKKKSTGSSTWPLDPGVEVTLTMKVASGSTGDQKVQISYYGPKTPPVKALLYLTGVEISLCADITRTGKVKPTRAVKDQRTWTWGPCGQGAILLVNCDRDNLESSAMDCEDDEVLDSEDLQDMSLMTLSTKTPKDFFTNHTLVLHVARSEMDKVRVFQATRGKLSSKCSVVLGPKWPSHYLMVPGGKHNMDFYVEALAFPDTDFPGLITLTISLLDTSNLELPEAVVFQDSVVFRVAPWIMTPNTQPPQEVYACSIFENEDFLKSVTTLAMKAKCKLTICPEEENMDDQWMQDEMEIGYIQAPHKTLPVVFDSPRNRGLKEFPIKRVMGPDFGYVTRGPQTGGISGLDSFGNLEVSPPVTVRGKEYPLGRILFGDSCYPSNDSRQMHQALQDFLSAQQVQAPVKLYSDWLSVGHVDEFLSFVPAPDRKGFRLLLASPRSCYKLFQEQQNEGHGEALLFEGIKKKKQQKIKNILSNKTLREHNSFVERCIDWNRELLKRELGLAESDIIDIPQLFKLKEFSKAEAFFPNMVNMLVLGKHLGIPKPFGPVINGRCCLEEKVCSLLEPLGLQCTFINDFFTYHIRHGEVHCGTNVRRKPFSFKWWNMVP
Active calls of the source: *; . = not tested or not shown.

SMILES	PAFAH2 FP inh	LYPLA2 inh	PREPL inhibitor	EBNA-1 inhibitor	ZTA DNA inh	PAFAH1B3 inh	GSTO1 inh	LYPLA1 inh	PAD4 FP inh
COc1ccccc1CNC(=O)Cn1nc(C)c([N+](=O)[O-])c1C	3.5	2.1	1.4	3.7	7.4	0.8	-4.8	0.4	-0.1
COc1cc(-c2nc(-c3ccc(Br)o3)no2)cc(OC)c1OC	8.5	-5.7	4.4	-2.1	19.9	-5.0	1.7	-3.2	-5.2
CC(=O)N1c2ccc(S(=O)(=O)N3CCC(C(=O)Nc4cccc(C)c4)CC3)cc2CC1C (stereo not drawn)	1.4	8.6	-2.0	-6.7	-3.6	-5.7	4.5	5.0	-5.0
CC(c1c(O)c2ccccc2[nH]c1=O)C1(C)CCC(O)C(C)(C)O1 (stereo not drawn)	4.9	-0.6	1.7	-5.7	12.4	11.3	-1.3	-0.1	4.1
O=C(CCc1ccc(O)cc1)NNC(=S)NCCc1ccccc1	0.3	-0.4	-4.8	11.1	20.9	-3.4	-0.6	-3.9	4.3
O=C(c1cccn(Cc2ccc(Cl)c(Cl)c2)c1=O)N1CCOCC1	-1.2	2.8	16.9	9.2	-23.7	5.1	0.6	-0.4	3.0
CCN(c1ccccc1)S(=O)(=O)c1ccc(Cl)c(NC(=O)CN(C)C2CCN(C)CC2)c1	1.9	1.9	-18.0	-6.0	-27.8	0.1	-0.3	6.7	-0.2
CCn1nc(C)c(/C=N\NC(=O)c2cccc(OC)c2)c1C	-1.8	3.4	4.0	-3.5	2.5	4.8	0.9	3.7	-2.4
Cc1[nH]c2ccccc2c1C(=O)C(=O)N1CCN(c2ccccc2F)CC1	9.8	0.5	-14.5	2.3	3.1	0.5	-1.6	-4.2	2.9
COc1ccc(CNC(=O)CCC(=O)N2CCN(S(=O)(=O)c3ccc(Cl)cc3)CC2)cc1	1.6	-7.8	1.9	1.0	2.9	-6.7	10.2	-2.1	-5.3
COc1ccccc1N1C(=O)C2CCC(c3ccccc3)CC2C1=O (stereo not drawn)	3.5	-1.6	-2.5	-0.8	10.0	-1.3	-8.2	-1.9	5.4
C[C@@]12C(=O)N(Cc3ccccc3)CC(=O)N1[C@H]1c3cc(Cl)ccc3OC[C@@H]1[C@@H]2c1ccccc1	0.4	4.0	-10.2	.	-5.8	0.0	.	-1.2	1.8
Cc1nc2cc(N3CCN(C)CC3)c(NC(=O)Cc3ccccc3)cc2c(=O)n1Cc1ccccc1	41.7*	0.5	-22.6	2.5	6.0	5.7	-0.3	-1.0	-0.1
O=C(NNC(=S)NC(=O)c1cccc([N+](=O)[O-])c1)c1ccc(Br)cc1	6.3	3.2	6.7	-2.8	-13.2	6.3	-4.3	-1.0	-4.2
Nc1c(C(=O)Nc2ccccc2F)sc2nc(-c3cccnc3)ccc12	2.3	-8.8	22.1	4.1	16.4	3.0	-1.8	-6.0	5.2
COc1cccc2c1OCC(C(=O)O)C2 (stereo not drawn)	7.4	-2.9	5.7	-8.7	-9.9	7.7	3.2	-1.9	-5.6
Cc1ccc(/C=C/C(=O)O)cc1S(=O)(=O)N1CCC(Cc2ccccc2)CC1	2.4	-4.0	-12.7	11.6	-7.2	11.0	5.7	-1.9	2.5
N#C/C(C(=O)Nc1ccc(Cl)cc1)=C(/S)Nc1ccccc1	8.4	-5.8	20.4	-0.8	-1.1	14.0	52.2*	-2.0	1.4
CCCS(=O)(=O)c1c(S(=O)(=O)CCC)c2c(C)cccn2c1C(=O)N/N=C/c1cc(O)cc(O)c1	2.3	-0.2	-0.8	-3.5	-11.2	26.6*	-2.1	-2.3	-3.3
CC(=O)c1cc(C#N)c(SCC(=O)OC(C)(C)C)nc1C	-5.2	4.5	23.4	1.9	-3.8	9.4	-3.0	-1.7	2.2
COc1nc(Nc2ccccc2)nc(OC)n1	-4.8	-2.8	5.2	1.2	3.6	4.8	5.8	-2.7	-3.2
COC(=O)c1cn(NC(=O)c2ccc([N+](=O)[O-])cc2Cl)c(=O)c2ccccc12	0.3	1.7	-7.7	-1.1	-3.7	11.0	-0.5	-0.1	-3.8
Cc1ccc(-n2c(SCC(=O)N3CCN(c4ccccn4)CC3)nnc2N2CCCC2)cc1	-1.6	5.8	31.7	.	16.0	4.3	.	-0.2	-0.1
COc1cccc(Oc2ccc(C(F)(F)F)cc2NC(=O)C2=COCCO2)c1	-4.6	-2.9	-0.2	-7.0	-6.9	7.4	-5.3	-4.9	-2.9
CCOC(=O)c1c(NC(=O)Cn2ccsc2=N)sc(C)c1C	8.8	0.0	2.0	2.1	-10.2	2.3	-1.6	-0.6	-3.7
c1ccc(CN2CCN(Cc3nnc(-c4ccccc4)o3)CC2)cc1	1.3	0.5	-14.4	2.2	9.1	8.9	-7.0	1.6	-5.1
CCOC(=O)c1sc(N)c(C#N)c1COC(=O)CNC(=O)c1ccccc1	-1.5	1.5	5.4	-7.1	1.7	5.4	0.3	-2.3	-2.8
Cc1ccc(C)c(NC(=O)C(Sc2nnc(-c3cccs3)o2)c2ccccc2)c1 (stereo not drawn)	0.4	-7.1	0.3	1.9	2.0	2.2	5.7	1.0	3.2
CC(Cn1cnc2ccccc21)C(=O)O (stereo not drawn)	3.5	-2.2	6.7	10.8	7.5	1.1	3.4	-0.8	2.7
O=C(Nc1ccccc1N1CCOCC1)C1Cc2ccccc2CN1C(=O)c1ccco1 (stereo not drawn)	12.2	-2.2	7.1	6.7	3.4	2.3	1.7	-2.2	-3.8
O=C(O)c1ccc(N=NN2CCCC2)cc1	7.1	-3.4	15.3	0.7	-10.2	4.9	-5.3	0.5	4.6
Cc1[nH]c2ccccc2c1/C=C(\C#N)C(=O)NC1CC1	1.9	-5.8	14.4	-2.4	3.4	19.8	-5.2	-3.6	-1.7
CCCC(=O)OCCNc1cc(Sc2nccn2C)c2nonc2c1[N+](=O)[O-]	-8.5	5.0	14.4	2.5	0.9	6.6	13.0	1.8	1.9
FC(F)(F)c1cccc(CNC2c3ccccc3-c3ccccc32)c1	-2.0	-7.8	5.5	-18.2	-5.0	2.2	2.0	-7.4	-3.0
COc1ccc(Nc2c(-c3ccc(OC)cc3)nc3cnccn23)cc1	-1.0	11.5	14.8	1.3	-9.8	2.3	9.5	4.9	-1.9
CN=c1scc(-c2ccc(Br)cc2)n1C	-4.1	1.8	6.7	-1.0	0.2	-4.6	6.2	1.9	-4.5
CCSCc1nnc(SCC(=O)Nc2nc3ccccc3s2)n1C	3.1	8.0	-33.5	17.4	2.3	1.4	10.8	-1.5	-3.7
Oc1[nH]c2ccccc2c1/C=N/N1CCCCC1	-1.4	0.9	14.1	2.1	10.7	6.0	3.2	2.1	-4.7
O=C(c1nsnc1-c1ccccc1O)N1CCCCC1	10.3	-3.4	1.1	0.0	-9.7	5.9	6.5	-3.6	-1.8
CCOc1cccc(CN2CCC(n3nccc3NC(=O)c3ccc4c(c3)OCO4)CC2)c1	3.8	3.8	6.3	-2.4	-2.0	9.7	1.8	-4.5	0.6

Ordered by the number under PAFAH1B3 inh (high to low): some entries from above
| SMILES | PAFAH2 FP inh | PREPL inhibitor | EBNA-1 inhibitor | PAFAH1B3 inh | PAD4 FP inh |
| --- | --- | --- | --- | --- | --- |
| Cc1[nH]c2ccccc2c1/C=C(\C#N)C(=O)NC1CC1 | 1.9 | 14.4 | -2.4 | 19.8 | -1.7 |
| FC(F)(F)c1cccc(CNC2c3ccccc3-c3ccccc32)c1 | -2.0 | 5.5 | -18.2 | 2.2 | -3.0 |
| CN=c1scc(-c2ccc(Br)cc2)n1C | -4.1 | 6.7 | -1.0 | -4.6 | -4.5 |

Additional entries.
SMILES	PAFAH2 FP inh	LYPLA2 inh	PREPL inhibitor	EBNA-1 inhibitor	ZTA DNA inh	PAFAH1B3 inh	GSTO1 inh	LYPLA1 inh	PAD4 FP inh
Cc1ccccc1CCNC(=O)C1CC(O)CN1C(=O)Nc1ccccc1 (stereo not drawn)	-1.7	-0.8	-2.8	2.3	8.1	10.3	2.8	1.8	0.7
O=C(c1ccc2c(c1)N(Cc1cccc(Cl)c1)C(=O)c1ccccc1S2(=O)=O)N1CCN(c2ccccn2)CC1	-2.4	-6.2	-18.1	15.9	15.1	10.9	-3.4	-9.1	6.0
CCOC(=O)COc1ccc(/C=C/[N+](=O)[O-])c(OCC(=O)OCC)c1	8.1	4.0	6.6	-4.8	2.4	4.2	-3.7	1.2	-1.6
CN(C(=O)c1cccnc1)c1nnc(-c2ccccn2)s1	-6.8	1.0	-1.0	8.7	7.9	3.6	0.4	1.6	2.1
CC(=O)OCCC(NS(=O)(=O)OCC(Cl)(Cl)Cl)c1ccccc1 (stereo not drawn)	2.4	0.3	5.9	-7.6	-25.2	3.5	-2.6	-2.6	-3.0
CCOc1ccc(NC(=O)CN2C(=O)CSC2=O)cc1	3.2	-2.4	14.8	-3.9	3.8	7.3	4.5	-1.7	2.7
CCOc1ccc(CN2C(=O)CC(=O)N(S(=O)(=O)c3ccc(OCC)cc3)C2=O)cc1	-3.9	2.2	-2.5	-4.0	1.6	-2.5	-5.3	1.1	1.9
COc1ccccc1OCc1ccc(C(=O)N/N=C/c2ccco2)cc1	2.1	7.8	7.3	-3.6	-18.4	-1.9	-1.4	-1.0	-2.4
Cc1ccc(-c2noc(CN3CCOCC3)n2)cc1	5.0	-6.2	-1.1	-7.0	5.8	5.8	5.7	-1.5	-5.7
CCC1CCCCN1CCCNC(=O)CN1C(=O)CSc2ccc(S(=O)(=O)N3CCOCC3)cc21 (stereo not drawn)	5.2	-1.1	8.9	-2.9	-3.6	0.9	5.2	1.9	3.7
COc1cc(C)c(CN2CCN(CC(=O)Nc3ccccc3C(=O)NC3CC3)CC2)cc1OC	4.5	-6.1	5.0	.	-13.1	5.3	.	-2.1	-2.1
Cc1c(N=C(N)/N=C(\N)Nc2ccc(Br)cc2)c(=O)n(-c2ccccc2)n1C	-6.8	4.5	14.5	-3.3	-0.4	2.1	-6.3	-0.4	-6.6
COC(=O)c1ccc(OC)c(OC)c1Cl	-2.1	8.0	-1.0	2.0	-6.4	2.9	8.0	2.3	2.0
Cc1cc(Br)ccc1OCc1nc(-c2cccnc2)no1	-0.5	-0.2	-15.0	3.6	1.5	3.1	1.9	-1.0	-6.2
COc1ccc(-c2cc(C(=O)Nc3ccc(C)c(C)c3)no2)cc1	-2.3	1.1	4.4	-4.8	-7.3	4.0	7.4	1.1	-6.7
O=[N+]([O-])c1cccc(/C=N/Nc2nccnc2Cl)c1	3.5	4.0	9.1	-4.6	-5.2	-2.6	-2.2	-2.8	-1.9
CC(C)(C)c1ccc(C(=O)O/N=C(\N)c2ccccn2)cc1	9.0	3.8	11.0	13.1	-12.4	2.1	6.6	2.0	2.5
COc1ccc(CNC(=O)CN(Cc2ccccc2F)C(=O)c2csnn2)cc1	1.7	-7.3	-0.4	-6.4	2.9	-10.0	11.0	-0.7	-7.5
COc1cccc(OCc2nc(-c3cccc([N+](=O)[O-])c3)no2)c1	.	-2.3	6.1	3.1	3.9	.	1.0	-2.5	3.0
O=C(NCCCN1CCCC1=O)c1ccc(S(=O)(=O)Nc2ccccc2F)cc1	-3.4	-5.0	-3.1	6.8	11.8	-3.9	-0.6	-6.1	2.6
CC1CN(C(=O)COc2ccc3c(-c4ccccc4)cc(=O)oc3c2)CC(C)O1 (stereo not drawn)	0.1	13.5	8.9	.	7.1	-5.5	.	3.9	0.7
Cc1ccccc1C(=O)N1CCCN(C(=O)c2ccccc2C)CC1	-5.2	-3.9	4.8	-3.0	-12.0	5.2	-3.6	-1.1	0.5
CCNc1nc(Oc2ccc(C(=O)OC)cc2)nc(SC)n1	5.0	2.6	1.6	11.4	-4.2	3.9	-1.0	2.5	1.6
O=S(=O)(c1ccccc1)N1CCC(n2cnc3ccccc32)CC1	-0.2	1.7	-17.7	-4.7	6.7	-0.3	3.7	1.4	-1.6
Cc1oc(/C=N/NS(=O)(=O)c2ccccc2)cc1Br	0.3	0.4	10.2	7.5	-2.3	-7.5	-1.5	-3.5	-6.6

These rows are one share of the data; count on the stated rates, not on these rows.
